Bioassay records as filed in PubChem BioAssay.
NSD2 inh: NSD2 histone methyltransferase inhibitors, primary screen, biochemical, AlphaScreen, single concentration, set 2. Histone-lysine N-methyltransferase NSD2 (Homo sapiens), O96028. NSD2 peptide methylation, 120 min. inhibition, % at 12.5 µM. hit rate 0.54% among 310,000. AID 743445, 2014; in the data active = inhibition above about 50%
Target sequence (O96028 whole entry, looked up): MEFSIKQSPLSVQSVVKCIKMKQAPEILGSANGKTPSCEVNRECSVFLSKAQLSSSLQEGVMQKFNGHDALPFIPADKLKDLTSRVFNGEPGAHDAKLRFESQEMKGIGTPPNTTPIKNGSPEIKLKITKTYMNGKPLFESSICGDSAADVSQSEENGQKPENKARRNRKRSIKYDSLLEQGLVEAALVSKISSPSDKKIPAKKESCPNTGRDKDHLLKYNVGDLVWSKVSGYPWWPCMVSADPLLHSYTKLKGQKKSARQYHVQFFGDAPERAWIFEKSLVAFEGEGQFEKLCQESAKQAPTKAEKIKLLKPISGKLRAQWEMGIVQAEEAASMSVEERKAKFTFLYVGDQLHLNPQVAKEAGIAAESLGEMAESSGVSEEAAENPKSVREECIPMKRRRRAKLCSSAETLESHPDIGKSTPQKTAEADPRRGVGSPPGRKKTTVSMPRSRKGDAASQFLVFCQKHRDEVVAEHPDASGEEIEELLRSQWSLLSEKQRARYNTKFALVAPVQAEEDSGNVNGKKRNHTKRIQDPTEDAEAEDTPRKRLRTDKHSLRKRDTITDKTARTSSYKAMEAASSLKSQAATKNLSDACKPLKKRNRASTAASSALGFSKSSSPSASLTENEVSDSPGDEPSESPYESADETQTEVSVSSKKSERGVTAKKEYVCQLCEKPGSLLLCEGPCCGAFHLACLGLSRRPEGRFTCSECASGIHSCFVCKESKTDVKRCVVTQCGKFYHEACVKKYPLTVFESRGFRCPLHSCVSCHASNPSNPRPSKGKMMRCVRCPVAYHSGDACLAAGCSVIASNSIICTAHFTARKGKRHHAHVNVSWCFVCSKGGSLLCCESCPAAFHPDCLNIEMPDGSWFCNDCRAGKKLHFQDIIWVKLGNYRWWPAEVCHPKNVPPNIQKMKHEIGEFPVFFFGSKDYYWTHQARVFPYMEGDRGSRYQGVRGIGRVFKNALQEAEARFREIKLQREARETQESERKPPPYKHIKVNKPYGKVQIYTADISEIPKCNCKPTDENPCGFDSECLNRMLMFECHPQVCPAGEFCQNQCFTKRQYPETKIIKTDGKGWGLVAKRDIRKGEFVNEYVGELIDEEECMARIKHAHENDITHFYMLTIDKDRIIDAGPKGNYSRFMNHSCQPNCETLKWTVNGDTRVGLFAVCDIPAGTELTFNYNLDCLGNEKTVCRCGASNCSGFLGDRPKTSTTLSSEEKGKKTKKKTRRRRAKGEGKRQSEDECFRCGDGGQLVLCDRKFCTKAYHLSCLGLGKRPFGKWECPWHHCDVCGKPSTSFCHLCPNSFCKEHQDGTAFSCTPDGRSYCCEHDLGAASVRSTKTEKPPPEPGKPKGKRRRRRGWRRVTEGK
CAL PDZ FP-1: CAL PDZ peptide-binding inhibitors, primary screen, biochemical, fluorescence polarization, Cer-tagged CAL PDZ, HTS. hit rate 0.02% among 330,000. AID 504414, 2011. inhibition, % at 20 µM. Golgi-associated PDZ and coiled-coil motif-containing protein (Homo sapiens), Q9HD26. purified CAL PDZ, TMR-peptide fluorescence polarization, 1 h;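 active = highest replicate inhibition of at least 40%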;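 also: plate controls were DMSO neutral control wells for no effect and unlabeled competitor peptide control wells for full effect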
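material = purified tagged CAL PDZ domain construct (CerCALP) | compound dosing = 20 µM, one dose | times = 1 h at RT | measured by = fluorescence polarization from S- and P-plane intensities, G-factor corrected | read-out = inhibition from polarization loss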
Arrestin-AP2 inh: inhibitors of beta-arrestin/AP2 binding, primary screen, biochemical, GPCR trafficking, flow cytometry; beta-arrestin 1 C-terminal peptide binding to AP2 beta2-adaptin appendage (human); FITC-arrestin peptide / GST-AP2 beads; AP2 beta2 appendage carries R879A mutation; inhibition, % at 10 µM; hit rate 0.31% among 340,000;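 active = inhibition above a set limit, near 3 SD of compounds lacking own fluorescence, cut at about 54% in these data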;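 also: plate controls were DMSO wells for no effect and 5 µM unlabelled arrestin peptide for full effect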
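Measured by: flow cytometry, FL1 (488/535 nm); Material: AP2 appendage R879A on GSH beads; Evaluation: percent response; Timing: pre-incubation 12 min, peptide binding 1 h, room temperature; Also added: 50 nM FITC-arrestin peptide; Medium: PBS with 0.05% Tween 20 and 0.1% BSA.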
DAGLB inhibitor: DAGLB lipase inhibitors, primary screen, biochemical, fluorescence, HTS; Diacylglycerol lipase-beta (Homo sapiens), Q8NCG7; HEK293T DAGLB membrane lysate, EnzChek fluorogenic substrate; inhibition, % at 5.17 µM; hit rate 0.059% among 340,000; AID 504411, 2011; in the data active = inhibition above about 34%;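 also: 0% = enzyme with vehicle and 100% = wells lacking enzyme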
CAL PDZ FP-2: untagged CAL PDZ binding inhibitors, primary screen, biochemical, fluorescence polarization, HTS; inhibition, % at 24.9 µM; AID 602252, 2012; hit rate 0.92% among 300,000; purified CAL PDZ, TMR-peptide fluorescence polarization, 1 h;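 active = mean inhibition of at least 30% with at least half of replicates also reaching 30%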;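 also: 0% = DMSO neutral control and 100% = excess unlabeled competitor peptide PRC23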
Keap1 Nrf2 FP: Keap1-Nrf2 protein-protein interaction inhibitors, primary screen, biochemical, fluorescence polarization, single point; Keap1 Kelch-Nrf2 peptide fluorescence polarization, 1536-well; inhibition, % at 9.4 µM; hit rate 0.15% among 340,000; Kelch-like ECH-associated protein 1 (Homo sapiens), Q14145; in the data active = inhibition above about 12%;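 also: human Keap1 Kelch domain with fluorescein labeled Nrf2 9mer peptide probe; 0% = neutral control wells and 100% = peptide positive control; higher means more block of Keap1 binding to Nrf2 peptide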
V-ATPase pHluor: regulators of yeast V-ATPase proton pumping, primary screen, pHLuorin cytosolic pH fluorescence; AID 504577, 2011; response, % at 10 µM; S. cerevisiae; hit rate 0.37% among 350,000; in the data active = response mostly above about 7.3%, no sharp cut-off; inactive = mostly below about 5.4%; also: actives read high; inactives centre near 0; some compounds called inactive have numbers as strong as hits; reference of the scale not given here
DSG3 Ab inh: inhibitors of pemphigus antibody binding to DSG3, primary screen, biochemical, bead-based, flow cytometry, scFv-GFP. binding (percent of control), % at 10 µM. Desmoglein-3 (Homo sapiens), P32926. hit rate 0.48% among 310,000. DSG3-coupled beads, scFv-anti-DSG3-GFP binding; stronger effect = lower value. AID 588358, 2011;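 active = binding more than 3 SD below its plate's average and above zero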; also: some compounds called inactive have numbers as strong as hits
C-LANA FP: inhibitors of KSHV C-LANA binding to DNA, primary screen, biochemical, fluorescence polarization, FAM-LBS DNA, MBP-C-LANA, single point; Kaposi's sarcoma herpesvirus LANA C-terminal domain (residues 932-1162) DNA binding; inhibition, % at 9 µM; hit rate 0.078% among 340,000;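 active = highest replicate inhibition at or above 60% at 9 µM, even if other replicates fall short; inactive = all replicates below 60% inhibition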;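 also: 0% = neutral control wells and 100% = 4 µM acridine orange control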
RTF Ca sens inh: cardiac RTF calcium sensitivity inhibitors, primary screen, biochemical, IANBD-TnC fluorescence, EC70 calcium; inhibition, % at 7.15 µM; Troponin I, cardiac muscle (Homo sapiens) + Troponin T, cardiac muscle (Homo sapiens) + …; hit rate 0.12% among 340,000; IANBD-labeled cardiac RTF, Ca2+ fluorescence;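 active = inhibition above the mean inhibition of all tested compounds plus 3 SD, cut at about 17% in these data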;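 also: assay run at fixed EC70 calcium of 1.6 mM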
* hit, by the source's call; · = not tested or not shown.

NSD2 inh,CAL PDZ FP-1,Arrestin-AP2 inh,DAGLB inhibitor,CAL PDZ FP-2,Keap1 Nrf2 FP,V-ATPase pHluor,DSG3 Ab inh,C-LANA FP,RTF Ca sens inh,SMILES
-1.8,0.0,-9.4,2.9,2.0,5.4,-0.3,91.2,-1.1,1.8,Cn1c(/C=C/c2cccc([N+](=O)[O-])c2)nc2ccccc2c1=O
·,-0.2,2.9,1.3,-2.0,0.1,-1.5,82.5,-2.1,-4.0,C=CCC[C@@H](Cc1ccc(F)cc1)C(=O)OC[C@@H](Cc1c[nH]c2ccccc12)NC(=O)[C@@H](CC=C)CC(=O)NCCO
-1.7,-0.1,-0.5,-2.7,-1.5,1.1,1.9,105.8,9.3,-7.9,COC(=O)/C=C(\C)NC(=O)c1cccs1
-3.6,-1.5,-2.4,-0.8,-0.1,2.2,0.8,115.7,-0.5,-7.4,CCCCc1cc(=O)oc2c(CN(C)C)c(O)ccc12
3.1,-0.5,27.1,-6.0,-2.9,1.9,2.9,107.0,1.7,-0.4,COc1cccc(OC)c1OCC(O)CN1CCN(c2ccccc2)CC1 (stereo not given)
-3.1,-1.1,-13.7,-2.0,-4.4,0.0,-2.1,89.9,-2.4,-1.3,COc1ccc(N(CC(=O)N/N=C(\C)c2ccc(C)cc2)S(=O)(=O)c2ccccc2)cc1
-3.2,-0.7,0.5,-14.9,-3.0,-5.9,-5.6,106.0,-0.1,-5.3,COc1cnc(-c2ccccc2)nc1Oc1cccc(C)c1
-0.1,0.2,2.0,-0.4,-2.8,7.2,0.0,99.1,2.7,-10.2,COc1ccc(C)cc1NS(=O)(=O)c1ccc2c(c1)oc(=O)n2C
-0.3,-0.7,-20.9,0.1,-0.1,-1.5,3.8,93.4,1.3,-10.0,CCCCN(CC)S(=O)(=O)c1c(C)[nH]c(=O)[nH]c1=O
-0.8,-2.7,13.9,-5.2,3.5,0.6,-6.0,100.3,-0.9,4.0,COc1cccc2cc(-c3ccccc3)c(=O)oc12
0.4,-0.2,-6.7,0.9,1.5,-1.5,3.0,98.4,-1.2,-9.4,O=C(N/N=C/c1cccnc1)NC12CC3CC(CC(C3)C1)C2
·,0.5,33.1,-3.6,-0.2,-2.0,3.7,104.2,0.8,-2.2,O=C1CCN(Cc2ccccc2)CCN1[C@H](CO)c1ccccc1
·,-0.7,-3.7,0.1,5.1,-3.2,0.5,105.0,1.5,-2.5,O=S(=O)(CCNC1CC1)NC1CCCCC1
-0.9,-1.0,0.9,-3.8,·,0.1,1.4,100.1,-1.5,-10.2,CCOC(=O)C1CCCN(Cc2cc(=O)oc3cc(C)c(C)cc23)C1 (stereo not given)
-1.2,-1.3,-9.8,1.1,-5.5,-3.2,-0.8,·,0.8,-6.6,C=CCOc1ccc2c(OC)c3ccoc3nc2c1OC
10.7,0.8,14.7,2.5,0.7,6.8,9.7,104.0,-1.7,-3.0,Nc1nonc1C(=O)NCCN=Cc1ccccc1O
·,-0.8,19.7,1.4,-4.0,1.0,-3.5,100.8,0.0,-4.1,CCOC(=O)n1cc(C(=O)c2ccccc2O)cn1
0.1,-2.8,-6.8,-0.5,-5.2,2.1,-4.0,114.7,-1.1,-10.7,CCOc1ccc(Nc2cc(C)nc3ccc(C)cc23)cc1
7.9,-0.6,2.4,2.1,-3.8,-4.8,-1.0,99.6,6.8,5.3,O=C1NC(=S)SC1=C1CCCC1
23.6,-0.8,-5.8,0.3,4.1,2.5,-1.9,110.9,1.9,2.0,CCN(CCn1cccn1)Cc1c(C(=O)N2CCCCCCC2)nc2ccc(Cl)cn12
-2.0,-0.9,-3.2,-3.0,20.2,4.7,3.9,120.8,-3.1,-10.7,COc1cccc(NC(=O)CNCc2ccccc2)c1
-3.1,-1.6,-13.7,1.0,-2.3,2.1,-3.3,105.4,0.0,-3.7,COc1ccc(C(C(=O)NCc2ccccc2)N(Cc2cccnc2)C(=O)c2snc(C(N)=O)c2N)cc1OC (stereo not given)
1.9,-1.4,-2.1,-0.6,-3.2,-1.2,-0.1,101.2,-1.0,6.2,Cc1cc(C)n(-c2nc3c(c(=O)[nH]c(=O)n3C)n2CC(O)COc2ccccc2)n1 (stereo not given)
-0.8,-0.2,29.5,2.0,-3.0,-2.8,2.6,101.0,-0.6,-7.2,CCc1ccc(N2CC(C(=O)Nc3nccs3)CC2=O)cc1 (stereo not given)
-3.1,·,·,0.7,·,·,-1.0,102.0,·,·,CCc1ccc(NC(=O)C(=O)NCCN2CCN(C(=O)c3ccc(OC)cc3)CC2)cc1
-0.4,-0.5,18.7,1.1,1.8,-5.2,-1.4,109.9,-0.5,-5.3,CCCn1c(SCCC(=O)O)nc2ccccc21
-1.3,-0.9,8.4,-0.4,·,-3.3,-0.8,91.2,0.0,-1.1,O=C(NCC(c1ccco1)N1CCN(c2ccccc2F)CC1)C(=O)NC1CCCCC1 (stereo not given)
-3.9,·,·,0.8,·,·,-1.5,96.7,·,·,COc1ccc(C(=O)COC(=O)CCn2c(C)csc2=O)c(OC)c1
·,0.3,-1.8,-5.4,-2.6,-0.4,-3.0,102.6,-0.8,-22.5,Cc1cc(/C=N\O)c(C)n1-c1ccncc1
-2.9,-6.7,-16.4,-0.1,-2.6,-3.8,-0.5,101.6,0.9,-7.7,OCCNCC(O)Cn1c2ccccc2c2ccccc21 (stereo not given)
-2.7,·,-6.2,2.7,-3.3,-2.0,-2.9,67.0,0.3,-22.8,CCCc1nnc(SCC(=O)N2CCOCC2)n1CCCOC
20.1,-3.2,11.6,3.7,2.5,0.3,-2.0,101.6,-0.2,0.0,Cc1c(CCCN)c2ccccc2n1Cc1ccccc1
-1.1,-1.0,4.1,1.3,-2.1,-1.7,1.8,109.0,0.0,4.8,CCOc1ccc(OCC)c(NC(=O)CN2CCN(c3cccc(C)c3)C(C)C2)c1 (stereo not given)
0.5,-1.8,-0.8,-1.5,-2.8,-5.6,-3.4,125.7,0.7,-8.0,CCCCC1CCC(C(=O)NCC(c2ccco2)N2CCOCC2)CC1 (stereo not given)
0.6,4.8,-2.1,-4.4,5.1,-4.1,-1.5,63.8,3.7,-7.6,COC(=O)c1ccc(Oc2cc(C)nc(NCc3ccccc3)n2)cc1
-1.4,·,-3.1,0.4,55.4*,-4.0,4.7,102.9,0.3,1.8,COC(=O)c1ccc(CN2C(=O)c3ccccc3S2(=O)=O)cc1
8.2,0.2,5.7,-0.9,-3.0,0.7,0.2,103.2,1.3,8.5,Cc1cc(NC(=O)CSCC(=O)Nc2nc3ccccc3[nH]2)no1
-1.6,·,2.4,-0.9,-1.8,-8.0,-1.8,101.1,0.9,0.7,COc1ccc(-c2noc(C3CCCN(S(=O)(=O)c4ccc(C)c(Cl)c4)C3)n2)cc1OC (stereo not given)
0.3,-1.3,-16.9,0.2,-4.2,-3.5,0.9,99.3,-0.2,-2.4,O=C(CCNC(=O)c1ccccc1Cl)Nc1nc2ccccc2s1
-0.7,-1.6,2.5,-1.9,6.9,2.1,0.3,89.9,-1.0,-12.8,CCCc1cc(C(=O)Nc2cnn(Cc3ccc(F)cc3)c2)no1

A stretch from the list above, for reference:
NSD2 inh,CAL PDZ FP-1,Arrestin-AP2 inh,DAGLB inhibitor,CAL PDZ FP-2,Keap1 Nrf2 FP,V-ATPase pHluor,DSG3 Ab inh,C-LANA FP,RTF Ca sens inh,SMILES
-2.7,·,-6.2,2.7,-3.3,-2.0,-2.9,67.0,0.3,-22.8,CCCc1nnc(SCC(=O)N2CCOCC2)n1CCCOC
20.1,-3.2,11.6,3.7,2.5,0.3,-2.0,101.6,-0.2,0.0,Cc1c(CCCN)c2ccccc2n1Cc1ccccc1
-1.1,-1.0,4.1,1.3,-2.1,-1.7,1.8,109.0,0.0,4.8,CCOc1ccc(OCC)c(NC(=O)CN2CCN(c3cccc(C)c3)C(C)C2)c1 (stereo not given)
0.5,-1.8,-0.8,-1.5,-2.8,-5.6,-3.4,125.7,0.7,-8.0,CCCCC1CCC(C(=O)NCC(c2ccco2)N2CCOCC2)CC1 (stereo not given)
0.6,4.8,-2.1,-4.4,5.1,-4.1,-1.5,63.8,3.7,-7.6,COC(=O)c1ccc(Oc2cc(C)nc(NCc3ccccc3)n2)cc1
-1.4,·,-3.1,0.4,55.4*,-4.0,4.7,102.9,0.3,1.8,COC(=O)c1ccc(CN2C(=O)c3ccccc3S2(=O)=O)cc1
8.2,0.2,5.7,-0.9,-3.0,0.7,0.2,103.2,1.3,8.5,Cc1cc(NC(=O)CSCC(=O)Nc2nc3ccccc3[nH]2)no1
-1.6,·,2.4,-0.9,-1.8,-8.0,-1.8,101.1,0.9,0.7,COc1ccc(-c2noc(C3CCCN(S(=O)(=O)c4ccc(C)c(Cl)c4)C3)n2)cc1OC (stereo not given)
0.3,-1.3,-16.9,0.2,-4.2,-3.5,0.9,99.3,-0.2,-2.4,O=C(CCNC(=O)c1ccccc1Cl)Nc1nc2ccccc2s1
-0.7,-1.6,2.5,-1.9,6.9,2.1,0.3,89.9,-1.0,-12.8,CCCc1cc(C(=O)Nc2cnn(Cc3ccc(F)cc3)c2)no1

New compounds follow.
NSD2 inh,CAL PDZ FP-1,Arrestin-AP2 inh,DAGLB inhibitor,CAL PDZ FP-2,Keap1 Nrf2 FP,V-ATPase pHluor,DSG3 Ab inh,C-LANA FP,RTF Ca sens inh,SMILES
-1.4,-1.9,5.9,-0.7,1.1,-3.5,2.5,99.4,0.2,-2.6,NS(=O)(=O)c1ccc(NC(=S)Nc2ccc(OCc3ccccc3)cc2)cc1
-0.5,-0.9,15.1,1.6,3.1,-7.5,2.3,85.3,-0.6,-3.1,CC(=O)NCCn1c(SCC(=O)NCCC(C)C)nc2ccccc2c1=O
-1.6,-1.6,27.2,-0.3,-1.7,-1.0,1.6,·,-1.5,-5.9,Cc1ccc2nc(Nc3nc(-c4ccccc4)cc(=O)[nH]3)nc(C)c2c1
0.7,-0.2,23.2,-1.6,-3.3,-0.2,1.7,·,-3.8,10.2,COC(=O)C1=C(C)N(c2cc(Cl)cc(Cl)c2)C(=O)C1

Not all compounds are listed; count on the stated rates, not on these rows.
